Vif-APOBEC3G blk = Vif-A3G binding inhibition; Q9HC16; HeLa A3G-eYFP + Vif (tagged APOBEC3G with the HIV-1 protein that degrades it), YFP fluorescence, overnight; 410,000 tested, 0.076% active; Potency, µM (titrated, usually from 46.1 µM), without a hit: at the highest dose activity, negative = active, usual class: inhibitors;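 note: % is set by controls: 0 for no effect and ±100 for the full control effect; nearly all actives have a fitted effect of over 60% in size; hits raise eYFP signal because A3G escapes Vif-driven loss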
Target sequence (Q9HC16 whole entry, looked up): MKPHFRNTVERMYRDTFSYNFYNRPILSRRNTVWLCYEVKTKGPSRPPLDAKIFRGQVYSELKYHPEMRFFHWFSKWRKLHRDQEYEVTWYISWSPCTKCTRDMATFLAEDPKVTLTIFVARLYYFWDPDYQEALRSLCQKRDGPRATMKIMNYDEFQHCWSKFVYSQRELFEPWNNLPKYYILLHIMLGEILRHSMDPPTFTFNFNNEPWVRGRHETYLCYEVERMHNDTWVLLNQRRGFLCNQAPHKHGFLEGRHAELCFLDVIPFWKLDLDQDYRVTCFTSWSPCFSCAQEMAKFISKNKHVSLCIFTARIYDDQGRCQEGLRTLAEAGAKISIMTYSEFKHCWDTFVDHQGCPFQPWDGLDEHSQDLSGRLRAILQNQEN
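Read-out is eYFP fluorescence (Ex 488/Em 500-530) from Vif-expressing HeLa A3G-eYFP cells; more signal means A3G escaped Vif-mediated degradation. Cells plated overnight, compound pinned in, incubated overnight at 37 deg C.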
RGS4 inhibitor = blocks human RGS4-accelerated GTP hydrolysis; P49798; Transcreener GDP fluorescence polarization, RGS4-accelerated GTP hydrolysis; Potency, µM (highest dose often 114 µM), for inactives: top-dose activity change, negative = inhibition, hits mostly inhibitors; 390,000 tested, 0.039% active; AID 504845; note: % is set by controls: 0 for no effect and ±100 for the full control effect; nearly all actives have a fitted effect of over 75% in size; some results filed as inactive show a strong effect at the top dose
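MLSMR compounds (23 nl, pin-transferred) preincubated 10 min at room temperature with a 500nM (2x) first reagent, then RGS4 at 900nM (2x) plus Transcreener GDP mix added; fluorescence polarization (620/688 nm) read before and after 90 min at 30 °C.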
TrxR1 inh = rat TrxR1 inhibition; recombinant rTrxR1, NADPH fluorescence consumption, selenite substrate; Potency, µM (titrated, usually from 114 µM), for the others: top-dose activity change, negative = inhibition, actives largely listed as inhibitors; O89049; 390,000 tested, 1% active; note: % is set by controls: 0 for no effect and ±100 for the full control effect; nearly all actives have a fitted effect of over 65% in size
Target sequence (O89049 whole entry, looked up): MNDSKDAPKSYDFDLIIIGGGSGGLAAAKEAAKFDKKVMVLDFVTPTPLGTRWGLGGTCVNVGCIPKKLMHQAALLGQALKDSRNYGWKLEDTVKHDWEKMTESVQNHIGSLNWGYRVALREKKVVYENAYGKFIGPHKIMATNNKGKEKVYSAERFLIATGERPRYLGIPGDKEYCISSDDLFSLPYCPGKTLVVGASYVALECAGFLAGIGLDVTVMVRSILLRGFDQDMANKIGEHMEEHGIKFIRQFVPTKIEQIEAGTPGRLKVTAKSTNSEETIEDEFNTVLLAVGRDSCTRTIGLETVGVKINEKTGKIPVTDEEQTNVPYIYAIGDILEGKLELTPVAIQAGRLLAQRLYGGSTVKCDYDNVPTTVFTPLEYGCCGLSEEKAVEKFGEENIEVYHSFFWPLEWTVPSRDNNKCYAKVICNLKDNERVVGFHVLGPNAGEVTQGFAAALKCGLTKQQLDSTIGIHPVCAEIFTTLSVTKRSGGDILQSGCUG
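Rat TrxR1 (90 nM in the dispensed reagent) was pre-reduced with 400 uM NADPH for 5 min at room temperature, then incubated with compound for 15 min. After 400 uM selenite was added, NADPH fluorescence (Ex 340/Em 450 nm) was followed for 8 min.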
Vif-APOBEC3F blk = blocks the Vif interaction with APOBEC3F; Potency, µM (highest dose often 46.1 µM), for the others: at the top dose activity, negative = active; 390,000 tested, 0.2% active; HeLa A3F-eYFP + Vif (tagged APOBEC3F with the HIV-1 protein that degrades it), YFP fluorescence increase; note: % of control where 0% means no effect; nearly all actives have a fitted effect of over 65% in size
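HeLa cells stably expressing A3F-eYFP plus Vif, plated and incubated overnight at 37 deg C, then exposed to compounds overnight at 37 deg C. Blocked degradation read as raised yellow fluorescence (Ex 488/Em 500-530).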
ALOX12 inh = ALOX12 (human) lipoxygenase inhibition; 580,000 tested, 1.1% active; AID 1671190; purified 12hLO, xylenol orange hydroperoxide absorbance; Potency, µM (titrated, usually from 108 µM), inactives show at the top dose activity change, negative = inhibition, usual class: inhibitors; P18054; note: % is set by controls: 0 for no effect and ±100 for the full control effect
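Purified human 12hLO (150 nM final) in 25 mM Hepes, 0.01% Triton X-100, pH 7.0 was preincubated 15 min at room temperature with compound. Then 40 uM arachidonic acid was added, 30 min. Hydroperoxide was read by Fe-XO absorbance ratio 573/405 nm.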
TrxR1 substrate = substrates of rat thioredoxin reductase 1; O89049; purified TrxR1 substrate turnover, NADPH consumption readout; Potency, µM (top dose mostly 114 µM), for the others: at the highest dose activity change, negative = substrate turnover; 390,000 tested, 0.01% active; AID 588456; note: % is set by controls: 0 for no effect and ±100 for the full control effect; nearly all actives have a fitted effect of over 50% in size
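Rat TrxR1, dispensed at 90 nM, was prereduced with 400 uM NADPH (final) for 5 min at ~22 deg C, then incubated with compound 15 min before 400 uM selenite. A first-read NADPH fluorescence drop versus no-compound background flagged substrates.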
IDH1 R132H inh = blocks human mutant IDH1 R132H enzyme; O75874; IDH1-R132H enzyme, NADPH consumption, diaphorase/resazurin fluorescence; Potency, µM (doses to about 76.6 µM), inactives show at the highest dose activity change, negative = inhibition, most hits filed as inhibitors; 390,000 tested, 0.093% active; note: % is set by controls: 0 for no effect and ±100 for the full control effect; nearly all actives have a fitted effect of over 65% in size
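IDH1-R132H (0.5 ug/mL) preincubated 30 min with compound, then NADPH (0.016 mM) and alpha-KG (2 mM) added; 80 min at RT, pH 7.5. Remaining NADPH coupled via diaphorase/resazurin to fluorescence (540/590 nm); concentration-response curves normalized to no-enzyme control.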
RXFP1 agonist = RXFP1 (human) receptor agonism; Q9HBX9; HEK293T-RXFP1 cAMP TR-FRET, 30 min; response scale: percent of porcine relaxin response, buffer zero; Potency, µM (series often up to 57.5 µM), without a hit: at the top dose activation, actives largely listed as activators; 370,000 tested, 0.3% active; AID 2676; note: % is set by controls: 0 for no effect and ±100 for the full control effect; nearly all actives have a fitted effect of over 60% in size; many of its hits are not listed in these tables
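Agonist response is measured as cAMP accumulation in an RXFP1-transfected HEK293T line under PDE4 inhibition. Values are scaled between buffer-only and 29 nM porcine relaxin, and EC50s come from standard Hill equation fits.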
USP1 inh = blocks the human USP1/UAF1 deubiquitinase complex. O94782. recombinant USP1/UAF1, Ub-Rhodamine cleavage fluorescence. Potency, µM (top dose mostly 57.1 µM), inactives show top-dose activity change, negative = inhibition, actives largely listed as inhibitors. 390,000 tested, 0.23% active. AID 743255; note: % is set by controls: 0 for no effect and ±100 for the full control effect; nearly all actives have a fitted effect of over 60% in size; inactives centre near -12
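Step one: compound is pinned into 1nM USP1/UAF1 in HEPES pH 7.8 buffer with TCEP. Step two: 15 min room-temperature incubation. Step three: Ub-Rho (150nM final) starts cleavage, tracked by fluorescence over six one-minute reads.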
The depositor's hits bear a star; ? = inconclusive; nt = no result given; [ ] = dose if it differs, or a comment. Calls come from the whole dose curve; as a rule, active = well fitted curve in the direction sought with a large enough effect; inconclusive = small, poorly fitted or top-dose-only effect, or another doubt; inactive = no such curve, though single readings can be large; an effect the other way counts as inactive or inconclusive. Potency is the fitted concentration of half-maximal effect. A portion of the library; the hit share may differ from the screen's.

compound	Vif-APOBEC3G blk	RGS4 inhibitor	TrxR1 inh	Vif-APOBEC3F blk	ALOX12 inh	TrxR1 substrate	IDH1 R132H inh	RXFP1 agonist	USP1 inh
CN1CCN(C(=O)Cn2c(-c3cccs3)cc3ccccc32)CC1	1%	3%	-5%	4%	0%	61%[activator]	3%	1.0%	-16%
Cc1ccc(C)c(N2CCN(C(=O)CCc3c(C)nn(-c4ccc(N5CCCC5)nn4)c3C)CC2)c1	1%	5%	23%[57.1 µM]	0%	-17%	5%[57.1 µM]	-5%	1.8%	-3%
CCOC(=O)c1ccc(N2Cc3ccccc3C2)cc1O	1%	-1%	?	0%	-31%	-1%	0%	2.5%	-7%
O=C(O)c1cc(S(=O)(=O)NC2CCCc3ccccc32)ccc1O (configuration not stated)	-6%	27%	22%	2%	?	27%	-7%	5.6%	-17%
CN(C)/C=C(\C#N)S(=O)(=O)c1ccccc1	0%	6%	10%	0%	-1%	-2%	-8%	1.3%	0%
O=C(Nc1ccccc1Cl)N(Cc1nc2ccccc2c(=O)[nH]1)Cc1cccs1	0%	7%	13%	-29%	8%	-3%	?	1.7%	0%
COc1cccc(N2CCN(CC(=O)NC(=O)NC3CCCCC3)CC2)c1	1%	-13%	18%	0%	1%	11%	2%	-2.5%	-15%
CCOC(=O)CC1C(=O)NCCN1C(=O)NC1CCCCC1 (configuration not stated)	-1%	-5%	43%[activator][57.1 µM]	-3%	14%	10%[57.1 µM]	-1%	0.7%	1%
CCC(=O)c1ccc(OCC(=O)N2CCN(C(=O)c3ccccc3)CC2)cc1	2%	0%	27%	-3%	17%	6%	3%	-0.1%	-22%
COc1ccc(-c2nc3n(c2C)Cc2ccccc2-3)cc1	-7%	-30%	43%	5%	14%	49%[activator][57.1 µM]	5%	19%	-12%
Cc1cc(OCC[N+]2(C)CCCCC2)nc2ccccc12	0%	-40%	-3%	-6%	-49%	-1%	8%	1.9%	-15%
CSc1ccccc1NC(=O)CNCCCN1CCOCC1	-4%	-29%	18%	-1%	-17%	4%	14%	-0.2%	-11%

Overlap with the part before: 3 entries, followed by the next part.
compound	Vif-APOBEC3G blk	RGS4 inhibitor	TrxR1 inh	Vif-APOBEC3F blk	ALOX12 inh	TrxR1 substrate	IDH1 R132H inh	RXFP1 agonist	USP1 inh
COc1ccc(-c2nc3n(c2C)Cc2ccccc2-3)cc1	-7%	-30%	43%	5%	14%	49%[activator][57.1 µM]	5%	19%	-12%
Cc1cc(OCC[N+]2(C)CCCCC2)nc2ccccc12	0%	-40%	-3%	-6%	-49%	-1%	8%	1.9%	-15%
CSc1ccccc1NC(=O)CNCCCN1CCOCC1	-4%	-29%	18%	-1%	-17%	4%	14%	-0.2%	-11%
COC(=O)c1c(-c2c(Cl)cccc2Cl)noc1NC(=O)N(C)C	-1%	4%	18%[57.1 µM]	4%	?	8%[57.1 µM]	6%	-1.1%	-17%
CCc1ccc(NC(=O)/C(C#N)=C\c2ccc(OC)c(C(=O)O)c2)cc1	-12%	-38%	3%[57.1 µM]	6%	-28%	-19%	3%	2.9%	?
Cc1nc(CSc2ccc(Br)cc2)cs1	2%	3%	-14%	0%	7%	-7%	-2%	3.9%	-19%
O=C(O)c1cnn2c(C(F)F)cc(C3CC3)nc12	2%	7%	18%[57.1 µM]	-2%	-10%	6%[57.1 µM]	10%	0.2%	7%
O=C(COC(=O)c1cc(Cl)nc(Cl)c1)NC1CCCCCC1	-1%	-10%	1%	4%	?	0%	-3%	nt	-4%
Cc1nn(Cc2ccc(F)cc2)c(C)c1NC(=O)c1noc2c1CCCCC2	1%	19%	-17%[57.1 µM]	-3%	-6%	-1%[57.1 µM]	10%	1.5%	6%
COc1cc(CN2CCC(N3CCC(C(=O)N4CCCC4)CC3)CC2)cc2c1OCO2	3%	21%	17%	16%	0%	2%	0%	0.6%	-6%
Cc1ccccc1Cn1c(=O)n(CCc2ccccc2)c(=O)c2ccccc21	-1%	39%	-9%	1%	-14%	-10%	-5%	3.2%	-14%
O=C1c2ccccc2C(=O)N1CCCc1nc2ccccc2c(=O)n1CCCn1ccnc1	0%	-29%	4%	-3%	8%	-9%	1%	0.5%	-24%
COc1ccc(N2C(=O)CC(Sc3nc4c(cc3C#N)CCC4)C2=O)cc1 (configuration not stated)	-5%	-27%	23%[11.4 µM]	-8%	?	7%[11.4 µM]	4%	0.0%	-5%
COCCCNC(=O)CC(NS(=O)(=O)c1ccc(Cl)cc1)c1ccco1 (configuration not stated)	-1%	54%	12%[57.1 µM]	2%	?	7%[57.1 µM]	2%	-0.2%	-14%
NC(=O)C1CCN(C(=O)c2cnn(-c3ccccc3)c2NC(=O)c2cccc(F)c2)CC1	2%	-5%	5%	-9%	-4%	5%	-2%	2.5%	-5%

Two entries from above in a different format:
Fields – Vif-APOBEC3G blk | RGS4 inhibitor | TrxR1 inh | Vif-APOBEC3F blk | ALOX12 inh | TrxR1 substrate | IDH1 R132H inh | RXFP1 agonist | USP1 inh
O=C1c2ccccc2C(=O)N1CCCc1nc2ccccc2c(=O)n1CCCn1ccnc1
    0% | -29% | 4% | -3% | 8% | -9% | 1% | 0.5% | -24%
COc1ccc(N2C(=O)CC(Sc3nc4c(cc3C#N)CCC4)C2=O)cc1 (configuration not stated)
    -5% | -27% | 23%[11.4 µM] | -8% | ? | 7%[11.4 µM] | 4% | 0.0% | -5%

(cont.)
compound	Vif-APOBEC3G blk	RGS4 inhibitor	TrxR1 inh	Vif-APOBEC3F blk	ALOX12 inh	TrxR1 substrate	IDH1 R132H inh	RXFP1 agonist	USP1 inh
COc1ccc(CN2C(=O)c3ccccc3C2C(=O)NC2CCCC(C)C2C)c(OC)c1 (configuration not stated)	0%	-35%	19%	-12%	-8%	-1%	-4%	1.8%	-24%
CC(C)OCCCNC(=O)CCCC(=O)Nc1ccc(OCCc2ccccc2)cc1	-11%	-11%	5%	-6%	-4%	1%	6%	0.1%	-17%
O=C(CN1C(=O)/C(=C/c2cccc(Br)c2)SC1=S)NCCCN1CCOCC1	-6%	?	-3%	-29%	?	2%	4%	-1.9%	-18%
O=C(c1ccccc1)c1nnc(-c2ccccc2F)o1	-2%	16%[11.4 µM]	7%[57.1 µM]	4%	28%	9%[57.1 µM]	3%	-0.1%	-4%
O=C(Nc1ccc(F)cc1)C1C2CCC3C(CCC21)C3(Cl)Cl (configuration not stated)	-1%	14%	10%[57.1 µM]	-7%	0%	3%[57.1 µM]	-3%	0.3%	-2%
CCOc1ccc(C(=O)N2CCCC2)cc1	3%	19%	24%	-10%	15%	11%	6%	-0.5%	-1%
CC(C)c1ccc(OC(=O)c2cc(-c3ccc4c(c3)OCCO4)on2)cc1	4%	12%	-10%	-4%	-25%	-8%	14%	0.5%	-23%
CC(NC(=O)c1ccco1)c1nc(-c2ccc(C(C)(C)C)cc2)no1 (configuration not stated)	5%	33%	19%	4%	-2%	1%	35%[activator]	3.7%	-23%
CN(c1ccccc1)S(=O)(=O)c1ccc(Cl)c(C(=O)Nc2ccc(-c3nc4ccccc4[nH]3)cc2)c1	-23%	-12%	11%	-1%	-4%	24%	-5%	6.3%	-17%
CCN(CC)CCCn1c(=S)[nH]c2cc(C(=O)OC)ccc2c1=O	1%	-43%	1%	-4%	?	7%	2%	-0.2%	-12%
COc1ccc(OC)c(-c2csc(NC(=O)C3=NNC(=O)CC3)n2)c1	2%	-29%	16%[57.1 µM]	1%	-2%	-6%	6%	-3.0%	?
COc1ccccc1CC(=O)Nc1cc(OC)c(NC(=O)c2ccccc2)cc1OC	-12%	1%	-17%	17%	?	3%	4%	1.6%	-16%
N#Cc1ccc(-c2nc3ccc(Br)cc3c(=O)n2O)cc1	2%	-6%	-21%	9%	3%	-9%	3%	-2.2%	-6%

Screening results (PubChem)
